# High-throughput results deposited in PubChem BioAssay by National Center for Advancing Translational Sciences (NCATS).
# D2 agonist: agonists of human D2 dopamine receptor; P14416; HEK293 T-REx D2 cells, calcium flux agonist mode; activation, % at 2 µM; 340,000 tested, 0.53% active;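 active means activation over 3 SD above normal in the single-dose calcium agonist read, cut at about 30% in these data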; further: 0% is about no effect
#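 Tetracycline-induced HEK293 T-REx cells with force-coupled D2 receptor, plated overnight at 30 C, loaded with no-wash calcium dye. After a 10 s baseline, compound was pin-added and calcium flux read kinetically for 180 s; calcium rises flagged agonists.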
# TRHR PAM: TRH receptor (human) allosteric enhancement; AID 493056; TRHR cells, fluo-8 calcium fluorescence, EC20 TRH enhancement; 360,000 tested, 0.66% active; enhancement, % at 2 µM; in the data active means enhancement above about 30%; further: 0% is about no effect
#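 Enhancer read-out: after compound pinning and an initial kinetic agonist-mode read, an EC20 of TRH (10 nM final) was injected and fluo-8 calcium signal (Ex 480/Em 530) followed at 1 s/cycle for 100 cycles in TRHR-expressing cells.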
# RXFP1 antag: blocks the human relaxin receptor RXFP1; Q9HBX9; HEK293-RXFP1, relaxin-stimulated cAMP HTRF, 30 min; active compounds read low; activity change, negative = inhibition, % at 57.5 µM; 350,000 tested, 0.59% active; AID 1259400;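 active means activity change of -60% or lower, but not beyond a set lower limit; inconclusive means change between -60% and -40%, or beyond the set limit; inactive means change above -40%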; further: on the % scale 0 is the no-effect control and ±100 the full control effect
# Target sequence (Q9HBX9 whole entry, looked up): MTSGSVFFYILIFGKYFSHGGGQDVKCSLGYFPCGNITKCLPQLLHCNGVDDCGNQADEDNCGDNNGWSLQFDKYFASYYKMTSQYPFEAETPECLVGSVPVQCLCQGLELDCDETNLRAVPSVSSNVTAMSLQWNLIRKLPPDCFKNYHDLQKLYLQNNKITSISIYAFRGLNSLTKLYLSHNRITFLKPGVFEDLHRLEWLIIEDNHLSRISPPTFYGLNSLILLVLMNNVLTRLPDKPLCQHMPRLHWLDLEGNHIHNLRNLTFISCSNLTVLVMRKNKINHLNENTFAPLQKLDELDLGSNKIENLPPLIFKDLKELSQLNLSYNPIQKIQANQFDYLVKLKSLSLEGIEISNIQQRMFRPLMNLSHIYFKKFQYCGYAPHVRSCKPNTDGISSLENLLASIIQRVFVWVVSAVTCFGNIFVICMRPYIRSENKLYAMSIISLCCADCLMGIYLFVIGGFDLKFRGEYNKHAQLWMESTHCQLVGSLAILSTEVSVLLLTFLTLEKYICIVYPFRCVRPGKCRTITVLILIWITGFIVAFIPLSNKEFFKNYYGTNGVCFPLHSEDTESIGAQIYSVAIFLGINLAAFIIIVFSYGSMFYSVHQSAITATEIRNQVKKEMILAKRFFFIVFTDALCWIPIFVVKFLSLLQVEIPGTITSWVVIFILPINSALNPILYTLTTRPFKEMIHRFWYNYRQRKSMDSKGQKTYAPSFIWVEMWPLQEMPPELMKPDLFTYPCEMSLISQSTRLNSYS
# RXFP1 agonist: agonists of human relaxin receptor RXFP1 | Q9HBX9 | HEK293T-RXFP1 cAMP TR-FRET, 30 min; response scale: percent of porcine relaxin response, buffer zero | Potency, µM (highest dose often 57.5 µM), without a hit: at the top dose activation, actives largely listed as activators | 370,000 tested, 0.3% active; active means well fitted activation curve with a large enough effect; inconclusive means small, poorly fitted or top-dose-only effect; further: potency means the concentration at half of the fitted maximal effect; on the % scale 0 is the no-effect control and ±100 the full control effect; nearly all actives have a fitted effect of over 60% in size; many of its hits are not listed in these tables
#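 cAMP rise read by TR-FRET after 30 min, 37C compound exposure (up to 58 uM) in RXFP1-transfected HEK293 cells with Ro 20174 present. EC50 from Hill-equation fits, with 29 nM porcine relaxin as 100% and buffer as basal.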
# D2 antagonist: D2 dopamine receptor (human) antagonism | inhibition, % at 10 µM | 340,000 tested, 2% active | P14416 | HEK293 TREx D2 cells, calcium flux, dopamine EC80 | AID 485344; in the data active means inhibition above about 30%; further: 0% is about no effect
#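 Calcium flux kinetic readout in an inducible HEK293 TREx D2 line plated overnight at 30 C. After 180 s compound exposure, an EC80 dopamine challenge follows with another 180 s kinetic read to detect antagonism.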
# D1 ag: activates the human D1 dopamine receptor | HEK293 T-REx D1 cells, calcium flux, agonist mode | 360,000 tested, 1% active | activation, % at 2 µM; in the data active means activation above about 30%; further: 0% is about no effect
#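 Agonism was scored from calcium flux recorded over 180 s (1 read/s) after pintool compound addition, following a 10-cycle baseline. Cells were inducible force-coupled HEK293 TREx D1, plated overnight at 30 C and loaded with no-wash calcium dye.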
# D2 PAM: D2 dopamine receptor (human) potentiation; P14416; 340,000 tested, 0.34% active; AID 485347; potentiation, % at 10 µM; HEK293 T-REx D2, calcium flux, EC20 dopamine potentiation;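 active means potentiation over 3 SD above the plate norm, cut at about 30% in these data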; further: 0% is about no effect
#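 Calcium flux readout, no-wash dye, 1 read/s. Inducible HEK293 Trex D2 line, overnight 30 C. Compound alone 180 s (agonist flags), then EC20 dopamine, another 180 s to score potentiation.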
# D1 PAM: human D1 dopamine receptor positive modulation; potentiation, % at 10 µM; P21728; HEK293 TREx D1 cells, calcium flux, dopamine EC20 potentiation; AID 504651; 360,000 tested, 0.036% active; in the data active means potentiation above about 30%; further: 0% is about no effect
# D1 antag: antagonists of human D1 dopamine receptor. P21728. HEK293 TREx D1 cells, calcium flux, dopamine EC80; active compounds read low. activity change, negative = inhibition, % at 10 µM. 360,000 tested, 3.2% active. AID 504652; in the data active means activity change below about -30%; further: on the % scale 0 is the no-effect control and ±100 the full control effect
#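 Inducible Hek293 Trex D1 cells (tetracycline, overnight, 30 C). Calcium dye 30–90 min RT. Antagonist mode: EC80 dopamine added after 180 s compound read.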
# Starred values were filed as active, the others as inactive; ? = inconclusive; nt = no result given.
# Results follow in this order: D2 agonist, D1 ag, D2 antagonist, TRHR PAM, RXFP1 antag, D2 PAM, RXFP1 agonist, D1 antag, D1 PAM
CCCOc1ccc(C2NC(=O)CCC2[N+](=O)[O-])cc1 (configuration not stated)
→ 0.8, 0, 2, -2, 10, 7, -1.3%, 13, 3
CC(=O)c1cccc(NC(=O)C2CCCN(c3nnc(-n4cccc4)s3)C2)c1 (configuration not stated)
→ nt, 0, nt, 0, nt, -12, -1.4%, 3, -1
Cc1ccc(C(=O)N2CCC(C(N)=O)CC2)cc1NC(=O)c1nsc2ccccc12
→ 0.7, 1, nt, -1, -12, 8, 1.7%, -10, -1
COC(=O)c1cc(NC(=S)NCc2ccc(Cl)cc2)cc(C(=O)OC)c1
→ 4.4, 29, -7, 13, -9, 8, 1.2%, -17, -4
COCCn1c(C)cc(C(=O)COC(=O)c2ccccc2Br)c1C
→ -0.6, 3, -9, -5, 0, -11, 0.7%, 12, -2
Cc1ccc(N(Cc2cc3cc(C)ccc3[nH]c2=O)C(=O)c2cccs2)cc1
→ -1.8, 4, 2, 8, -11, 18, 2.4%, -18, -2
CC1CCCN(S(=O)(=O)c2ccc3c(c2)CCN3C(=O)C2CCC2)C1 (configuration not stated)
→ -0.1, 1, 8, 3, -4, 10, 1.7%, -13, -6
COc1ccc(N2CCN(C(=O)CSc3nnc4c5cc(C)ccc5n(C)c4n3)CC2)cc1
→ 0.0, 0, -10, 2, -23, -1, 1.8%, 0, 0
Cc1ccccc1-c1nnc(SCC(=O)Nc2ccc(Cl)cc2)n1N
→ 1.3, 4, 5, -11, 1, 0, 2.6%, -14, -4
O=[N+]([O-])c1ccc2c(c1)C(N1CCOCC1)/C(=C/COc1ccc(F)cc1)O2 (configuration not stated)
→ -0.6, 3, -1, -1, -11, 4, 0.0%, 9, -2
Cc1c(C(=O)N2CCc3ccccc3C2)oc2ccccc12
→ -1.2, 8, -18, -9, -4, -8, -1.7%, -2, -7
COc1ccc(/C=N/NC(=O)CN2CCCC2)cc1
→ 0.5, 4, -14, 7, 7, 10, 2.9%, 14, -1
Cc1ccc(C)c(NC(=O)CNS(=O)(=O)c2ccccc2)c1
→ -0.2, 2, 8, 5, -13, 7, 3.2%, 2, 0
CCOc1ccc(/C(O)=C2/C(=O)C(=O)N(Cc3cccnc3)C2c2ccc(N(C)C)cc2)c(C)c1 (configuration not stated)
→ -0.2, 1, -18, 4, 10, 1, 0.6%, -1, 7
COc1ccc(NC(=O)CN(C)C(=O)c2cc(C)on2)cc1
→ 1.7, 1, -3, 1, 4, -12, -0.7%, 1, 4
CCOc1ccccc1NC(=O)COC(=O)C1CC1
→ nt, 3, nt, -4, 10, nt, 3.5%, -17, -2
CC(C)N1CCC2(CC1)C(C#N)=C(N)NC(S)=C2C#N
→ -0.3, 5, -7, 3, nt, 1, 0.5%, 10, -17
CCOc1ccc(CCNC(=O)c2ccc(N3CCCC3=O)cc2)cc1OCC
→ 0.4, 1, -21, 1, -1, -9, 0.4%, -11, -8
CC1CCC2C(=O)N(c3ccccc3OC(=O)c3ccccc3F)C(=O)C2C1 (configuration not stated)
→ 0.4, 3, 2, -1, 5, 6, 3.8%, -5, 0
CCN(CC)C(=O)N1c2ccccc2C=Cc2ccccc21
→ -0.3, 2, -4, -12, -20, -2, 2.2%, 4, 5
CN(C)c1ccc(-c2noc(C3CCN(C(=O)Nc4ccc(Cl)cc4)CC3)n2)cc1
→ -1.4, 2, -4, 8, 6, 10, -0.2%, 8, 0
COc1cccc(/C=C/c2nc(C#N)c(N(C)Cc3ccccc3)o2)c1
→ -0.4, 0, nt, 3, nt, 11, 12%, 0, 6
Cc1ccc(C(=O)NC(C)c2ccc3c(c2)OCO3)s1 (configuration not stated)
→ -9.9, 5, -9, -2, 0, -6, 1.8%, -26, -10
CC(C)NC(=O)COc1ncnc2sccc12
→ 0.8, 1, 9, 1, -2, -4, 4.7%, 15, 1
COCC1CCN(C(=O)CCc2nnc(C3(c4ccc(Cl)cc4)CCC3)o2)C1 (configuration not stated)
→ -0.3, 4, -4, -17, -6, -5, 0.8%, -12, 2
COc1ccc2c(Cl)c(C(=O)NCc3ccco3)sc2c1
→ -1.2, -1, 26, 9, -20, -1, -1.0%, 3, 4
CCOC(=O)[C@H]1[C@H]2COc3cc(OC)ccc3[C@@H]2N2C(=O)N(c3cccc(Cl)c3)C(=O)[C@@]12C
→ 0.8, 5, 3, -7, nt, -2, -0.2%, 8, -4
NC(=O)C1CCN(C(=O)N2c3ccccc3Sc3ccccc32)CC1
→ 0.1, 8, 4, -6, -23, 28, -1.2%, 5, 0
CN(C)S(=O)(=O)c1ccc(Cl)c(NC(=O)COC(=O)c2ccc(O)cc2)c1
→ 1.4, 8, -13, 0, -4, 1, 8.9%, 7, 8
O=c1c2ccccc2[nH]c(=S)n1CCCN1CCC(Cc2ccccc2)CC1
→ -1.5, 0, 82*, 2, ?, -28, 0.9%, -31*, -28

# Just D2 antagonist (3 entries from above):
Compound	D2 antagonist
NC(=O)C1CCN(C(=O)N2c3ccccc3Sc3ccccc32)CC1	4
CN(C)S(=O)(=O)c1ccc(Cl)c(NC(=O)COC(=O)c2ccc(O)cc2)c1	-13
O=c1c2ccccc2[nH]c(=S)n1CCCN1CCC(Cc2ccccc2)CC1	82*

# Other records
# Results follow in this order: D2 agonist, D1 ag, D2 antagonist, TRHR PAM, RXFP1 antag, D2 PAM, RXFP1 agonist, D1 antag, D1 PAM
CCOCCC(=O)Nc1nnc(CCc2ccccc2)s1
→ -0.5, 2, -14, 11, 1, 3, 1.8%, -7, -13
CC(NC(=O)c1ccco1)C(=O)N1CCN(c2cccc(Cl)c2)CC1 (configuration not stated)
→ 0.1, -1, 4, -1, -22, -11, 1.8%, -13, -1
O=C(OCC(=O)N1CCN(c2ccccc2)CC1)c1ccccc1OC(F)F
→ -0.1, 2, -1, 6, -17, 0, 4.8%, -10, 0
CN(CCc1ccccc1)C(=O)c1cc(COc2ccc(F)cc2Cl)on1
→ -1.4, 3, 9, -3, 6, -5, 5.7%, 7, 2
CCc1ccccc1Nc1nc(N)nc(CSCC(=O)c2cc(C)n(C)c2C)n1
→ 6.6, 0, -6, -2, -1, -7, 3.3%, 4, -5
Cc1ccnc(NC(=O)c2ccc(S(=O)(=O)N3CCCCCC3)cc2)c1
→ -0.8, 0, -4, -1, -11, 4, 0.6%, 2, 4
Cc1nc(-c2ccc(S(=O)(=O)N3CCN(c4ccccc4F)CC3)cc2)co1
→ 0.6, 1, nt, -4, nt, -3, 1.7%, -34*, -5
COc1cc(C(=O)N2CCN(C/C=C/c3ccccc3)CC2)cc(OC)c1C
→ 10, 3, 0, -1, 6, -13, 0.8%, 7, -1
CCOC(=O)C1CCN(S(=O)(=O)c2ccc3c(c2)CC(C)N3C(=O)C2CCC2)CC1 (configuration not stated)
→ 0.0, 7, -10, 0, 12, 0, -2.3%, -14, -13
O=C(C1=C[C@H](C2CC2)C[C@H](OCCCCO)O1)N1CCN(Cc2ccc3c(c2)OCO3)CC1
→ 0.0, -4, -4, -3, nt, 5, 0.1%, -4, -5
COCCCn1c(C)nnc1SCC(=O)NNC(=O)COc1ccc(Cl)cc1
→ -2.9, 1, -4, 3, -7, nt, 3.6%, -10, -3
CC(=O)Nc1cccc(-c2nc(-c3ccccc3)no2)c1
→ 0.6, 5, nt, -6, -15, -8, 2.1%, -4, -3
CCOc1ccc(-c2nc3c(c(CC)nn3-c3ccccc3)c3cc(OC)c(OC)cc23)cc1
→ nt, 0, nt, -6, -2, 6, 7.9%, -4, 1
CCc1nc(N2CCN(C(C)=O)CC2)c(C#N)c2c1COC(C)(C)C2
→ 0.4, 1, 17, -2, 1, 5, 2.4%, 11, 3
COc1ccccc1NC(=O)CCS(=O)(=O)c1ccc2c(c1)NC(=O)C(C)S2 (configuration not stated)
→ 0.0, 2, -8, 1, 2, 14, 0.0%, -12, -7
CS(=O)(=O)Nc1cccc(C2=NN(C(=O)CCCC(=O)O)C(c3cccs3)C2)c1 (configuration not stated)
→ -0.8, 4, 13, 2, -2, -2, 1.0%, 9, -11
Cc1nc(N2CCN(C(=O)c3cccs3)CC2)c2c3c(sc2n1)CCCC3
→ -0.3, 5, 16, -3, -22, -5, 5.3%, -6, nt
C#CCOCCOCCOCCNc1nc(N2CCN(C(=O)[C@H](CCC(=O)O)n3cc(C(N)Cc4ccc(O)cc4)nn3)CC2)nc(N2CCN(C(=O)[C@H](Cc3ccc(O)cc3)n3cc(C(N)[C@H](C)CC)nn3)CC2)n1 (some centres not stated)
→ 0.1, 0, 9, -2, nt, 3, -2.8%, 36, 5
CCNC(=O)CN(c1ccc(Br)c(C)c1)S(C)(=O)=O
→ -1.4, 1, -20, 13, 2, 1, -2.9%, -20, 5
CSc1nnc(NC(=O)c2cccc(S(=O)(=O)N3CCOCC3)c2)s1
→ 0.2, 0, 5, 12, -13, 10, 3.4%, 13, 2
O=C(NCCCN1CCOCC1)C1CC(=O)N(CCc2ccccc2)C1 (configuration not stated)
→ -2.7, 3, -5, -1, -2, nt, 1.9%, -9, -8
Cc1ccc(CNS(=O)(=O)c2ccc(C(=O)N(C)C)s2)cc1
→ 0.7, 1, nt, -5, nt, 1, 0.6%, 5, 0
O=C(O)Cc1sc(Nc2cccc3ccccc23)nc1-c1ccc(F)cc1
→ -0.9, 3, -8, 3, -18, 5, 3.1%, -8, -2
CCCCn1c(NC(=O)c2ccccc2)nc2ccccc21
→ 0.3, 1, 2, -4, -13, -4, 0.7%, -6, -3
Cc1ccc(-n2c(C)nc3oc4ccccc4c(=O)c3c2=O)cc1
→ 0.0, 7, -11, -12, 4, -1, 13%, 5, -1
Nc1cc(C(=O)OCC(=O)NCCNC(=O)COC(=O)c2ccc(Cl)c(N)c2)ccc1Cl
→ nt, 1, nt, 23, -10, nt, -1.2%, 4, 0
CC(C)C[C@H](NC(=O)c1[nH]cnc1C(=O)Nc1ccc(Cl)cc1)C(=O)OC(C)(C)C
→ -0.3, 2, -18, 5, nt, 3, 0.0%, 0, -3
CCc1cccc(C)c1NC(=O)C(CC)n1ncn2c(cc3cc(C)ccc32)c1=O (configuration not stated)
→ -0.6, 3, nt, 2, nt, 6, 5.1%, 14, 6
COc1cccc(/C=N/NC(=O)c2nnn(-c3nonc3N)c2C(C)C)c1OCc1ccc(F)cc1
→ 1.5, 8, 7, -5, -1, 4, 7.8%, -3, -4
CCCNC(=O)C(Cc1ccccc1)NC(=O)Cc1ccccc1 (configuration not stated)
→ 0.5, -1, -12, 2, nt, 19, 0.6%, 0, -1
CC(=O)c1ccc(NC(=O)c2sc3nc(N4CCOCC4)c4c(c3c2N)CCCC4)cc1
→ -2.6, 2, -3, -2, 26, -2, ?, -4, 6
COc1ccc(OCC(=O)N/N=C(\C)c2cc3ccccc3o2)cc1
→ -0.9, 1, 0, 3, -2, 2, -0.6%, 1, -1

# This is a subset; rates above refer to the full screens.
